Source: PubChem (several laboratories)
WT yeast gro inh = growth inhibition of WT yeast, mitochondrial fusion screen. mitochondrial fusion phenotypic screen, WT strain. inhibition, % at 10 µM. hit rate 2.1% among 190,000. AID 1362; in the data active = inhibition above about 58%; tested in S. cerevisiae
bCat nuc transl = beta-catenin nuclear translocation modulation; HeLa beta-catenin nuclear translocation, immunofluorescence imaging; nuclear translocation activity, % at 5 µM; hit rate 0.3% among 190,000; AID 1665;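 active = nuclear translocation activity above 50% at 5 µM, with a well cell count of 50 or more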;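 also: per-cell ratio of nuclear to cytoplasmic median beta-catenin stain intensity; plate controls were DMSO negative control for no effect and GSK-3 inhibitor IX positive control for full effect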
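System: HeLa cells, endogenous beta-catenin; compound dosing: 5 µM primary single dose, 0.1% DMSO, 0.02–20 µM confirmation series; incubation: 24 h compound exposure at 37°C, 5% CO2; signal: beta-catenin immunofluorescence imaging with DAPI; evaluation: % activation, nuclear-to-cytoplasmic median beta-catenin signal ratio per cell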
XIAP antagonists = small molecules displacing peptide from XIAP – biochemical, IAP family, fluorescence polarization (AID 1018); hit rate 0.007% among 200,000; displacement, % at 20 µM, or IC50 in µM where a hit was titrated; XIAP BIR domain, fluorescence polarization peptide displacement; higher % means a stronger effect; in the data active = displacement above about 50%; also: a part of the inactive calls stands beside numbers as strong as those of hits
CSM14.1 death rescue = protection against thapsigargin-triggered cell killing – 384-well, CSM14.1, ATP luminescence, primary screen (AID 1222) | CSM14.1 thapsigargin-induced death rescue, ATP luminescence; higher % means a stronger effect | cellular ATP content (survival), % at 20 µM, or EC50 in µM where a hit was titrated | 190,000 tested, under 10 active;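 active = EC50 below 50 µM in the dose-response confirmation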;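 also: death triggered by thapsigargin at about 15 µM added after 2 h compound pretreatment; cell ATP read after overnight thapsigargin exposure of roughly 18 to 22 hours; normalized against plate controls of thapsigargin alone and 5% DMSO vehicle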
Hep lipid drop = hepatic lipid droplet formation modulation; inhibition, % at 6.5 µM; AML12 mouse hepatocytes, oleate lipid droplets, BODIPY imaging; hit rate 0.4% among 240,000; AID 1656;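 active = lipid droplet intensity inhibited by at least 50%, with more than 500 cells counted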
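Assay system: AML12 mouse liver cells | Compound: 6.5 µM single-point dosing | Schedule: Overnight exposure | Technique: Fluorescence imaging, 20x objective, two fields per well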
Dynein cargo inh = blocks dynein driven cargo transport along microtubules | AID 1381 | 3617.4 mouse cells, GR-EGFP nuclear translocation imaging; test concentration mostly 20 µM; stimulated with dexamethasone, 1 µM; stronger effect = lower value | hit rate 0.47% among 220,000 | z-score, hits read low;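 active = plate z-score of nuclear minus cytoplasmic receptor signal below a set negative limit, without overly bright fluorescence or cell loss, cut at about -3.5 in these data, passing the limit was not always enough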;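 also: z-score of nuclear minus cytoplasmic ring GR-EGFP intensity difference per well; some compounds called inactive have numbers as strong as hits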
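Buffer or medium: tet-free, stripped-serum medium; Also added: dexamethasone, 1.0 µM final; Technique: high-content fluorescence imaging after fixation; Times: 48 h induction, 1 h compound, 30 min dex at 37 °C; Read-out: per-cell GR-EGFP intensity, nucleus versus surrounding cytoplasmic ring, well-averaged.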
MT stabilizer = microtubule stabilization, imaging screen | HeLa tubulin immunostaining HCS, 24 h; share of cells brighter than vehicle mean+2SD | % tubulin-high responders, % at 10 µM | hit rate 0.83% among 200,000 | AID 2205;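 active = plate Z-score above 3 for both tubulin-high and condensed-nucleus cell shares, with cell loss under 80%, at 10 µM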;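 also: anti alpha tubulin signal scored within the nucleus-defined area of each cell; some results filed as inactive read as strong as hits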
Ins promoter up = MIN6 insulin promoter up-regulation | hit rate 0.3% among 190,000 | MIN6 insulin promoter-GFP reporter, high-content imaging; stronger effect = higher value | AID 1625 | z-score at 5 µM;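 active = z-score above 3 at 5 µM with at least 500 cells counted in the well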
Autophagy mod = autophagy modulation, high-content screen; MEF GFP-LC3 puncta imaging; test concentration mostly 10 µM; calls only at 10 µM (by protocol); hit rate 0.98% among 190,000;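 active = percentage of spot-positive cells more than 3 SD above its plate mean, without a fluorescence outlier flag or 80% toxicity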;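 also: spot-positive cell cutoff set from DMSO-treated cells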
WT yeast gro inh mutant strain = recorded beside WT yeast gro inh, whose call it bears; inhibition, %; mitochondrial fusion phenotypic screen, mutant strain inhibition
Dynein cargo inh cytoplasmic EGFP = recorded beside Dynein cargo inh, whose call it bears; z-score; measured here: cytoplasmic GR-EGFP intensity; stronger effect = higher value
Dynein cargo inh nuclear GR-EGFP = further read-out of Dynein cargo inh, marked with its call; z-score; measured here: nuclear GR-EGFP intensity;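 lower value marks the stronger effect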
Dynein cargo inh cell count = recorded beside Dynein cargo inh, whose call it bears; z-score; measured here: cell count per field
Ins promoter up cell count = second read-out of Ins promoter up, no call of its own (marks repeat the call); cell count; measured here: cytotoxicity, nuclei count;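 total cells summed across four imaged fields per well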
Hep lipid drop cells 6.5 µM = recorded beside Hep lipid drop, whose call it bears; cell count; measured here: cell count, cytotoxicity flag;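 cells counted across two imaged fields per well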
bCat nuc transl cell count 5 µM = second read-out of bCat nuc transl, no call of its own (marks repeat the call); cell count; measured here: cell count, cytotoxicity flag
MT stabilizer Hoechst-high % = further read-out of MT stabilizer, marked with its call; % Hoechst-high responders; measured here: nuclear condensation Hoechst responders;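 share of cells brighter than vehicle mean plus two SD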
MT stabilizer cytotoxicity % = further read-out of MT stabilizer, marked with its call; toxicity, %; measured here: cytotoxicity by cell density;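 0% = mean cell density of plate MIN control wells and 100% = no cells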
Autophagy mod cell loss 18 h = further read-out of Autophagy mod, marked with its call; toxicity, %; measured here: cell loss, nuclei count;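 cell loss after 18 h compound exposure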
An asterisk follows results filed as active; i = inactive; / = no result given.

smiles	Dynein cargo inh cytoplasmic EGFP	bCat nuc transl cell count 5 µM	Dynein cargo inh nuclear GR-EGFP	Hep lipid drop cells 6.5 µM	Ins promoter up cell count	CSM14.1 death rescue	XIAP antagonists	MT stabilizer cytotoxicity %	Ins promoter up	Autophagy mod	Dynein cargo inh	MT stabilizer Hoechst-high %	Hep lipid drop	WT yeast gro inh mutant strain	MT stabilizer	bCat nuc transl	Autophagy mod cell loss 18 h	WT yeast gro inh	Dynein cargo inh cell count
CCCCNS(=O)(=O)c1ccc(OCC(=O)OC)cc1	-0.32	576	-0.48	702	1349	-1.4%	4.9%	10	0.13	i	-0.19	4.1	-6	-16	2.0	-1.4	-4	-9	0.81
Cc1cc(C)cc(N2C(=O)CCN(Cc3ccccc3)C2=O)c1	-0.19	1325	0.78	691	1096	/	/	/	-0.14	/	-0.25	/	16	/	/	-0.8	/	/	-0.63
Cc1ccc(NC(=S)NC2CCN(Cc3ccccc3)CC2)cc1C	-0.31	1122	1	691	1208	1.2%	-3.8%	8.3	-0.27	i	1.3	2.4	6	27	5.2	-6.1	9	11	0.08
Cc1ccc(S(=O)(=O)N2CCCC2C(=O)NC2=NCCS2)cc1 (stereo not drawn)	-0.2	960	-0.01	/	1401	-0.6%	-3.7%	4.6	0.15	i	-0.069	3.9	/	-10	1.6	-7.1	-7	-5	0.059
Cc1ccccc1C(OCC(O)CN1CCCCC1CCO)c1ccccc1 (stereo not drawn)	-0.18	802	-0.1	/	/	-3.6%	-7.8%	7.9	/	i	-0.44	1.5	/	-8	2.1	-0.6	-4	23	0.26
Cc1ccc(S(=O)(=O)N(C#N)c2nc(C)cc(C)n2)cc1	-0.016	930	-0.56	761	1060	3.7%	-4.8%	7.9	0.39	i	-1.1	1.0	-3	12	1.4	0.5	-3	10	0.55
Cc1cc(=O)oc2cc(OCC3CC(c4ccc(N(C)C)cc4)=NO3)ccc12 (stereo not drawn)	0.097	1108	0.47	/	1193	-0.2%	-1.3%	9.2	-0.42	i	0.45	2.0	/	9	7.8	0.2	2	6	0.41
CC(=O)Nc1ccc(NC(=O)Cn2cc3c(n2)CCCC3)cc1	-0.21	1249	0.78	750	1262	-3.1%	0.2%	6.3	-0.26	i	-0.0017	2.7	1	7	4.1	3.6	-38	22	0.24
Brc1ccc(-c2cn3c(n2)CCc2ccc4cccnc4c2-3)cc1	0.2	1339	0.81	/	1441	-7.8%	-4.7%	4.4	0	i	1.5	1.6	/	3	3.4	-1.6	11	11	-1.9
CC(=O)NC(NC(=S)Nc1ccc(N=Nc2ccccc2)cc1)C(Cl)(Cl)Cl (stereo not drawn)	0.49	1220	-0.17	/	1470	-0.9%	-3.8%	3.5	0.67	i	-0.17	1.6	/	2	3.6	3.7	4	4	0.34
CCC(=O)N(Cc1cc2cc(C)c(C)cc2[nH]c1=O)C1CCCCC1	-0.25	1003	-0.32	/	1284	-0.2%	-2.5%	5.4	-0.43	i	-0.2	4.3	/	6	5.4	-7.2	9	-3	-0.14
CCNC(=O)/C(C#N)=C/c1c(N(Cc2ccccc2)Cc2ccccc2)nc2ccccn2c1=O	-0.27	1022	-0.17	531	1417	-0.6%	-4.3%	1.4	-0.31	i	-0.18	0.8	-2	12	3.9	5.1	25	24	0.78
COc1ccc(NC(=O)NCc2ccncc2)c(OC)c1	-0.26	1345	-0.98	/	1488	-1.0%	-4.4%	7.8	0.12	i	-0.68	1.5	/	-4	2.8	1.9	-2	11	0.94
O=C(NNC(=O)c1ccc(Cl)cc1Cl)Nc1ccccc1	-0.31	890	0.17	630	/	-4.2%	-5.1%	0.7	/	i	0.88	3.1	2	15	3.6	0.6	2	7	-0.39
O=c1nc(-c2ccccc2)c2ccccc2[nH]1	-0.22	/	0.18	810	996	-1.0%	-7.0%	5.2	1.3	i	0.033	1.6	1	-2	2.5	/	-23	-7	0.56
Cc1ccc(-n2nc(C)c3c(C)c(CCC(=O)NC(C)c4ccccc4)c(C)nc32)cc1 (stereo not drawn)	-0.11	/	0.37	/	913	-1.6%	-0.2%	6.6	-1.3	i	0.53	3.2	/	14	3.0	/	10	13	-0.6
COc1ccc(CN(C)Cc2nc(Cc3cccc(F)c3)no2)c2cccnc12	-0.15	1091	0.69	668	740	2.3%	-5.7%	15	1.3	i	1.2	2.6	-25	-7	3.2	0.8	2	16	-1.1
CC(Oc1ccc(Cl)cc1Cl)C(=O)Nc1ccc(S(=O)(=O)Nc2cnc3ccccc3n2)cc1 (stereo not drawn)	0.034	1122	-0.42	769	1203	-5.0%	-19%	7.1	1.5	i	-0.78	2.2	1	6	2.7	1.0	-1	9	0.11
COc1ccc(C2=NOC(C(=O)N(C)Cc3ccccc3)C2)cc1 (stereo not drawn)	2.6	1042	-0.13	702	1257	-1.8%	-1.2%	5.0	0.08	i	-0.076	1.8	-2	-7	2.4	-1.2	3	12	-0.19
CC1=[N+](CC(=O)c2ccccc2)CCn2cccc21	-0.19	967	-0.24	714	1443	1.3%	-3.6%	7.2	0.56	i	-0.92	1.2	0	-17	3.3	3.8	10	-7	0.28
COC(=O)CSc1ncnc2c1sc1nc3c(cc12)COC(C)(C)C3	-0.26	954	-0.36	701	1625	-2.7%	-3.1%	5.1	-0.18	i	-0.91	2.1	5	-10	2.8	1.4	6	-11	1.2
Cc1ccc(N)c2c1OCCC2=O	-0.3	/	-0.41	593	1536	11%	-0.1%	5.4	-0.38	i	-0.37	2.8	-32	-4	2.8	/	-14	-13	0.39
CC1CCN(S(=O)(=O)c2ccc(NC(=O)CN3CCOCC3)cc2)CC1	-0.14	1135	0.81	798	832	0.0%	-22%	6.9	0.25	i	1.3	1.7	3	4	1.4	0.3	3	-6	-0.091
O=C(Nc1ccccc1)c1cc2ccccc2c(=O)s1	-0.091	518	-0.66	729	1234	-1.0%	-4.1%	5.1	0.01	i	-0.81	3.0	3	-1	1.2	1.6	-5	-16	0.64
CC(=O)C1C(c2ccc(O)cc2)NC(=O)NC1(O)C(F)(F)F (stereo not drawn)	-0.72	1247	0.9	810	1027	/	/	/	0	/	0.78	/	3	3	/	-2.2	/	17	-1.2
CSc1nc2ccccc2n1CC(=O)Nc1ccc(C)c(C)c1	0.16	545	0.88	726	1226	-3.4%	-4.0%	5.6	0.24	i	-0.31	2.7	-23	-8	1.4	1.5	13	-6	-1.4
CCCc1[nH]n(-c2nc3ccccc3s2)c(=O)c1C=NCCCOC	-0.22	1346	0.069	743	944	/	/	/	-0.34	/	0.2	/	18	/	/	-1.3	/	/	-0.17
Cc1cc(C)cc(N(CC(=O)NCc2ccco2)C(=O)CCC(=O)Nc2ccccn2)c1	-0.22	769	1	/	1349	-2.9%	19%	4.8	0.13	i	0.94	2.0	/	6	3.1	-1.1	-18	-6	-1.1
Cc1[nH]nc(NCCO)c1[N+](=O)[O-]	-0.2	1095	-0.56	748	1017	-2.1%	-7.5%	5.1	1.5	i	-1	2.1	-5	-10	4.2	-2.3	-7	8	0.13
CN(C)CC(=O)c1c(N)n(Cc2ccccc2)c(=O)n(C)c1=O	0.36	1087	0.59	627	1244	-1.9%	-2.6%	8.4	-0.22	i	0.47	3.3	-19	1	2.5	1.5	-3	-9	0.56
COc1ccc2c(c1)C1NC(=S)NC(C)(O2)C1C(=O)Nc1ccc(C)cc1C (stereo not drawn)	-0.31	591	-0.43	/	1351	-1.0%	-6.2%	3.7	0.56	i	-0.17	2.4	/	-13	4.7	-2.0	-5	-5	0.61

Hits appear at their usual frequency. About 4% of those tested had a hit in this group.
